Assay outcomes deposited in PubChem by several laboratories.
Mcl1 Noxa PPI: Mcl-1/Noxa binding inhibitors, primary screen, biochemical, TR-FRET, 1536-well | Induced myeloid leukemia cell differentiation protein Mcl-1 (Homo sapiens), Q07820 | TR-FRET Mcl-1/Noxa peptide binding, 2 h | inhibition, % at 21.7 µM | actives 1.5% (n = 220,000) | AID 1022, 2008;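 active = compounds that cut the protein-peptide binding signal by more than 50% relative to plate controls in a single-dose test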;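 note: His-tagged Mcl-1 with rhodamine Noxa BH3 peptide and terbium anti-His antibody; 0% = Mcl-1 plus Noxa peptide wells and 100% = peptide-only wells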
Target sequence (Q07820 whole entry, looked up): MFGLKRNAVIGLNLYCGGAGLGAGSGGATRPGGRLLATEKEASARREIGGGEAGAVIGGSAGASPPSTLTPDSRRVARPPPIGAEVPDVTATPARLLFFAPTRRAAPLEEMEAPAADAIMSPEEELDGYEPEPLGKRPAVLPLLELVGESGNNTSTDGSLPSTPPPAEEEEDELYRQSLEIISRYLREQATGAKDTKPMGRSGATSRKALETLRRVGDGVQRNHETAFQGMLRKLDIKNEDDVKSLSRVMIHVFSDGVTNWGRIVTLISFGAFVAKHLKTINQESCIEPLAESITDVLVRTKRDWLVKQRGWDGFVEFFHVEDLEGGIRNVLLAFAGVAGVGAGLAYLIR
HRas wt GTP: modulators of GTP binding to HRas wildtype, primary screen, biochemical, bead-based flow cytometry, multiplex | GTPase HRas (Homo sapiens), P01112 | GST-Ras wt beads, Bodipy-FL-GTP binding; actives lie on both sides | GTP binding activity, % at 10 µM | actives 0.14% (n = 190,000) | AID 759, 2007;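 active = GTP binding activity at least 20% away from the 100% baseline, either lowered as inhibitor or raised as activator; inconclusive = flagged as likely green fluorescent, judged across all proteins in the well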;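 note: 0% = unlabeled GTP competition control and 100% = no-compound control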
Target sequence (P01112 whole entry, looked up): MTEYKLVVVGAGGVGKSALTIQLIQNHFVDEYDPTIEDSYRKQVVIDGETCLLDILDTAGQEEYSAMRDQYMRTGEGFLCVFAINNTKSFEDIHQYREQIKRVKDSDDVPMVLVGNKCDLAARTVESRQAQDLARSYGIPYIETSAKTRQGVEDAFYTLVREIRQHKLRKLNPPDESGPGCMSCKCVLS
Rab2A wt mod: modulators of GTP binding to Rab2A wildtype, primary screen, biochemical, dog, bead-based flow cytometry, multiplex; GTP binding activity, % at 10 µM; Ras-related protein Rab-2A (Canis lupus familiaris), P61105; actives 0.19% (n = 190,000); AID 760, 2007; GST-Rab2 wt beads, Bodipy-GTP binding;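 active = GTP binding activity at least 20 points away from 100%, either lowered or raised; inconclusive = signal likely due to the compound's own green fluorescence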;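 note: 0% = beads with excess unlabeled GTP and 100% = no-compound control corrected for plate trend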
Rab7 wt GTP bind: modulators of GTP binding to Rab7, primary screen, biochemical, wildtype, multiplex bead flow cytometry. GST-Rab7 beads, fluorescent GTP binding; actives lie on both sides; untreated = 100%, excess cold GTP = 0%. GTP binding activity (percent of control), % at 10 µM. actives 0.055% (n = 190,000);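 active = fluorescent GTP binding to Rab7 beads changed by at least 20 points from the 100% baseline, either direction, mostly lower; inconclusive = compound itself probably fluorescent, or too few beads counted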;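 note: median green fluorescence of bound Bodipy-FL-GTP per Rab7 bead population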
Mcl1-Bid inh: Mcl-1/Bid binding inhibitors, primary screen, biochemical, TR-FRET, 1536-well; Induced myeloid leukemia cell differentiation protein Mcl-1 (Homo sapiens), Q07820; TR-FRET Mcl-1/Bid-Dy647 peptide binding; inhibition, % at 21.7 µM; actives 0.97% (n = 220,000); AID 1021, 2008;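 active = compounds that cut the binding signal by more than half at the single screening dose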;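 note: His-tagged Mcl-1 with europium anti-His antibody binding Bid BH3 peptide; 0% = Mcl-1 plus peptide wells and 100% = peptide-only wells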
Cdc42 wt: modulators of GTP binding to wildtype Cdc42, primary screen, biochemical, multiplex bead flow cytometry, Bodipy-GTP; Cell division control protein 42 homolog (Homo sapiens), P60953; GST-Cdc42 beads; actives lie on both sides; percent activity (GTP binding), % at 10 µM; actives 0.2% (n = 190,000);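 active = percent activity GTP binding at least 20 points away from the 100% baseline, either down as inhibitor or up as activator; inconclusive = compound flagged as likely green fluorescent from well-wide comparison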;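 note: median bead fluorescence of bound Bodipy-FL-GTP at 100 nM; 0% = excess unlabeled GTP control and 100% = no compound control; below 100% means less GTP binding so inhibitor and above means activator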
Target sequence (P60953 whole entry, looked up): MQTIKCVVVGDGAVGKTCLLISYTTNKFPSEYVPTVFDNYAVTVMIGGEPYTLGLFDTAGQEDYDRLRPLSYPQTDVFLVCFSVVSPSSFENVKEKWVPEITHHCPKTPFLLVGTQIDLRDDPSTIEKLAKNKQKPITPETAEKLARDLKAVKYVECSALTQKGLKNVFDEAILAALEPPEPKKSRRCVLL
Rac1 mut GTP: GTP binding modulators of activated mutant Rac1, primary screen, biochemical, bead-based flow cytometry, multiplex, fluorescent GTP. Ras-related C3 botulinum toxin substrate 1 (Homo sapiens), P63000. GST-Rac1 activated beads; actives lie on both sides; 100% means binding = to untreated wells. percent activity (GTP binding), % at 10 µM. actives 0.11% (n = 190,000). AID 764, 2007;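 active = GTP binding at least 20 percentage points away from the 100% baseline, in either direction, so actives lie on both sides; inconclusive = Compound likely fluorescent itself, or too few beads counted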
Avidin fluor: green autofluorescence of compounds with avidin beads – biophysical, 488/530 nm, flow cytometry, artefact control, profiling panel. actives 0.38% (n = 220,000). fluorescence (KMESF) at 10 µM. compound fluorescence 488/530 nm; stronger effect = higher value. AID 1775, 2009; in the data active = fluorescence above about 47; note: inactives centre near 10
Rac1 wt GTP bind: wildtype Rac1 GTP binding modulators, primary screen, biochemical, GST-Rac1 beads, flow cytometry, multiplex. actives 0.27% (n = 190,000). fluorescent GTP binding; actives lie on both sides; 0 = cold GTP competed, 100 = untreated. GTP binding activity (% of control), % at 10 µM. Ras-related C3 botulinum toxin substrate 1 (Homo sapiens), P63000;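 active = GTP binding activity at least 20 points away from the 100% control level, either lower or higher; inconclusive = compound flagged as likely green fluorescent, judged across all proteins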
GSH fluor: compound fluorescence on glutathione beads, profiling panel, artefact control, biophysical, 488/530 nm, flow cytometry; GSH beads flow cytometry, compound fluorescence 488/530 nm; stronger effect = higher value; fluorescence (KMESF) at 10 µM; AID 1776, 2009; actives 0.25% (n = 190,000); in the data active = fluorescence above about 89;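 note: glutathione beads carrying GST-tagged Bcl family fusion proteins plus one bare bead set; values are compound well signal with DMSO vehicle wells as background; inactives centre near 16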
Pf gamet viab: late stage P. falciparum gametocyte viability inhibitors, primary screen, ATP luminescence, HTS; inhibition, % at 10.9 µM; actives 0.065% (n = 150,000); AID 743093, 2013; P. falciparum stage V gametocytes, 24 h;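 active = inhibition above the mean plus 3 SD of compounds within the control limits, set per campaign, cut at about 38% in these data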;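 note: 0% = DMSO wells and 100% = medium only without gametocytes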
* = called active by the depositor; ? = inconclusive; . = no result given.

mol	Mcl1 Noxa PPI	HRas wt GTP	Rab2A wt mod	Rab7 wt GTP bind	Mcl1-Bid inh	Cdc42 wt	Rac1 mut GTP	Avidin fluor	Rac1 wt GTP bind	GSH fluor	Pf gamet viab
S=C(Nc1cccnc1)Nc1cccc2cnccc12	33.0	94.0	94.0	98.0	-12.6	93.0	96.0	12	95.0	14	-12.1
Cc1ccc(NC2=C(Cl)C(=O)N(C3CCCCC3)C2=O)cc1	7.6	99.0	99.0	97.0	-9.2	96.0	97.0	8	100.0	10	.
CCOc1ccc(-c2nc(-c3ccc(OC)c(OC)c3)no2)cc1OCC	0.9	103.0	104.0	101.0	-8.3	107.0	102.0	10	105.0	10	.
CCN1CCN(C(c2cccs2)C(C)NC(=O)NC2CCCCC2)CC1 (centres undefined)	4.9	102.0	103.0	102.0	-14.9	105.0	104.0	7	107.0	21	.
C=CCN=C1SC(CC)C(=O)N1S(=O)(=O)c1ccc(C)cc1 (centres undefined)	10.7	103.0	103.0	105.0	7.1	102.0	102.0	8	110.0	11	8.1
Cc1c(NS(=O)(=O)c2cccc(C(=O)OCC(=O)N(C)C3CCCCC3)c2)c(=O)n(-c2ccccc2)n1C	4.6	99.0	102.0	102.0	-28.1	101.0	96.0	22	99.0	11	2.2
Cc1ccc(CNC(=O)C2CCN(S(=O)(=O)N3CCCCC3)CC2)cc1	-14.0	?	?	?	-2.5	?	?	5	?	16	40.1*
Cc1ccc(C)c(N2CCN(C(=O)c3ccc(CS(=O)(=O)c4ccccc4C)o3)CC2)c1	15.6	89.0	87.0	93.0	-2.7	89.0	83.0	13	87.0	24	0.4
CNC(=O)C(=O)NCCCN1CCOCC1	11.6	102.0	101.0	108.0	-7.3	98.0	94.0	9	102.0	26	0.8
Cc1ccc2c(c1)cc(CN(CCc1ccccc1)C(=O)N1CCOCC1)c1nnnn12	-2.4	100.0	97.0	98.0	-19.0	102.0	98.0	6	101.0	6	35.4
Cc1ccccc1C(=O)Nc1ccc(Br)cn1	-2.5	99.0	97.0	95.0	-16.8	98.0	97.0	8	99.0	41	.
Cc1ccc2nc(SCc3nnc(-c4ccccc4[N+](=O)[O-])o3)c(C#N)cc2c1	2.5	99.0	98.0	98.0	-21.2	99.0	99.0	30	100.0	8	.
CC(NC(=S)Nc1ccc(OC(F)F)c(Cl)c1)C(C)(C)C (centres undefined)	15.4	96.0	98.0	95.0	-28.6	96.0	99.0	11	97.0	10	.
CCCn1c(SCC(=O)c2ccc3c(c2)OCCO3)n[nH]c1=O	-0.1	96.0	97.0	98.0	-11.3	96.0	95.0	21	96.0	12	26.9
Cc1ccc(-n2c(=O)c3sccc3n(Cc3cc(=O)n4ccccc4n3)c2=O)cc1F	7.9	103.0	103.0	101.0	-4.9	102.0	103.0	3	103.0	6	-14.4
Cc1ccc(NS(=O)(=O)c2ccc(N3C(=O)CCC3=O)cc2)cc1	11.5	100.0	100.0	100.0	-16.9	101.0	98.0	4	104.0	46	-11.4
O=C(Nc1ccc2oc(-c3cccnc3)nc2c1)c1cccnc1	50.4	100.0	98.0	102.0	0.9	100.0	99.0	37	103.0	42	.
O=C(NCc1ccco1)c1ccc(OCC2CCCO2)cc1 (centres undefined)	-5.7	95.0	96.0	95.0	-26.6	95.0	95.0	7	95.0	52	-3.1
COc1ccc(/C=C/C(=O)OCC(=O)NCc2cccs2)cc1OC	6.9	99.0	100.0	97.0	-28.0	102.0	98.0	13	100.0	19	9.6
N/C(=N\OC(=O)CCCc1ccccc1)c1ccccn1	9.0	104.0	103.0	99.0	-19.5	103.0	100.0	6	103.0	12	-17.6
O=C(CC12CC3CC(CC(C3)C1)C2)N1CCOCC1	-2.7	100.0	100.0	99.0	-9.4	103.0	99.0	17	104.0	31	-15.3
O=C(O)Cn1nc(C(F)(F)F)c2c1CCCC2	20.4	99.0	102.0	108.0	1.9	98.0	94.0	9	105.0	21	20.8
Fc1ccc(OCc2nn3cnnc3s2)cc1	15.0	104.0	107.0	106.0	4.5	106.0	100.0	5	106.0	48	.
COC(=O)c1cn(-c2ccc(Cl)cc2)c(=O)c2ccccc12	2.9	101.0	101.0	96.0	16.5	103.0	100.0	29	106.0	24	.
CCc1cc2c(=O)c(-c3nc4ccccc4[nH]3)coc2cc1OC(=O)N1CCOCC1	2.2	97.0	91.0	96.0	3.3	95.0	93.0	34	93.0	13	-14.6
COc1cc(C(=O)Nc2cccc(C)c2C)c(Br)c(OC)c1OC	10.0	97.0	97.0	95.0	-28.3	99.0	97.0	10	99.0	14	9.0
COc1ccc(OC)c(NC(=O)CSC2=C(C#N)C(c3ccco3)C3=C(CCCC3=O)N2)c1 (centres undefined)	11.4	99.0	95.0	95.0	-11.3	98.0	94.0	30	95.0	21	3.9
CCCCn1nnc(NC(=O)c2ccco2)n1	2.4	98.0	97.0	97.0	-18.1	103.0	101.0	10	107.0	34	.
CCNc1nc(NCC)nc(OCCOC(=O)c2ccccc2)n1	-19.9	104.0	103.0	102.0	-40.6	104.0	101.0	4	106.0	23	-10.5
CCOC(=O)CSc1nc2c(c(=O)[nH]c(=O)n2C)n1C/C=C(/C)Cl	10.1	96.0	96.0	97.0	5.0	96.0	96.0	6	98.0	45	-1.2
CC(=O)Nc1cnn(Cc2ccc(Br)cc2)c1	-7.3	98.0	99.0	97.0	-13.5	98.0	98.0	1	100.0	35	.
COc1ccc(/C=C/C(=O)O)cc1COc1cccc(C)c1	-0.9	99.0	99.0	103.0	-15.9	101.0	99.0	10	102.0	17	11.8
CCOC(=O)N1CCC(N2C(=O)c3ccc(C(=O)NCc4ccco4)cc3C2=O)CC1	19.9	101.0	100.0	100.0	-15.4	101.0	97.0	10	102.0	19	.
Nc1cc(C(=O)c2ccccc2)ccc1[N+](=O)[O-]	10.1	93.0	96.0	92.0	6.7	94.0	91.0	8	94.0	12	.
COc1ccc(CN2CC(C(=O)NCCCOC(C)C)CC2=O)cc1 (centres undefined)	9.3	99.0	98.0	100.0	-5.1	100.0	95.0	33	95.0	17	.
Cc1ccc(SCC2=NNC(=O)C2)cc1	-13.1	98.0	98.0	98.0	-39.4	101.0	96.0	10	103.0	37	25.5
COc1ccc(NC(=O)/C(=C\c2ccncc2)NC(=O)c2ccccc2)cc1	19.4	96.0	97.0	96.0	-39.1	97.0	96.0	11	98.0	12	6.5
CC(NCc1ccccc1O)c1ccccc1 (centres undefined)	7.8	96.0	96.0	93.0	-28.6	98.0	97.0	11	97.0	11	.
COc1cc(OC)cc(C(=O)NC2CC3CCC(C2)N3Cc2ccco2)c1 (centres undefined)	-25.6	104.0	102.0	103.0	-5.3	106.0	104.0	31	110.0	18	.
O=C(NOC(=O)c1ccccc1Cl)c1cccs1	1.9	99.0	99.0	96.0	-17.3	102.0	99.0	30	102.0	18	-17.1
COc1ccc(NC(=O)CC(C(=O)O)N2CCCCC2)cc1 (centres undefined)	24.8	102.0	100.0	99.0	-22.7	102.0	99.0	11	103.0	12	.
O=C(O)CCc1ccc(-c2ccccc2)n1NC(=O)c1cccs1	-8.1	101.0	101.0	107.0	-30.5	100.0	96.0	10	102.0	9	.
COCCCNC(=O)CC(NS(=O)(=O)c1ccc(OC)cc1)c1ccc(OC)cc1 (centres undefined)	8.1	100.0	99.0	98.0	-8.0	101.0	98.0	15	102.0	29	4.7
CCCN(CCC)CCNc1c(N2CCN(C(=O)OCC)CC2)c(=O)c1=O	64.5*	102.0	98.0	99.0	-29.6	103.0	100.0	11	104.0	45	.
COc1ccc([N+](=O)[O-])cc1NC(=O)Cc1ccc(C)cc1	0.6	98.0	95.0	98.0	-1.7	96.0	96.0	6	99.0	9	-5.9

An unsorted share of the library. About 3% of those tested had a hit in this group.
